Screening data: PubChem, National Center for Advancing Translational Sciences (NCATS)
Imprint erasure – inducers of genomic imprint erasure in mouse ES cells; mouse ES Peg3-LacZ reporter, beta-gal luminescence, 40 h; Potency, µM (doses to about 60.7 µM), for the others: at the top dose activity change, positive = activation, actives largely listed as activators; hit rate 0.02% among 110,000;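 further: 0% = negative control wells on the plate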
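Gelatin-coated wells received 300 freshly trypsinized female ES cells with a Peg3LacZ-Neo reporter on the maternal allele, then incubated 40 hours at 37C. BetaGlo was added for 5 minutes at room temperature before a single luminescence read.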
p53ts 32C tox – p53ts cell cytotoxicity, permissive temperature. AID 924. Potency, µM (series often up to 46.1 µM), for inactives: at the highest dose activity change, negative = cytotoxicity, usual class: cytotoxic. H1299-p53A138V at 32C, ATP luminescence viability, 24 h. hit rate 0.93% among 130,000;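 further: 0% = DMSO and -100% = full killing by reference compound; nearly all actives have a fitted effect of over 55% in size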
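H1299-p53 A138V cells (temperature-sensitive p53) exposed 24 h to up to 46 uM compound at 32C, where p53 is wild-type in conformation. Viability read as ATP luminescence and normalised to DMSO and 100 uM tamoxifen. AC50 fitted with the Hill equation.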
IkB sig inh – IkB pathway inhibition in ABC-DLBCL cells; AID 445; ABC-DLBCL IkBa-CBG/CBR dual luciferase ratio, 4 h; response scale: scaled: untreated 0%, proteasome inhibitor 100%; hit rate 0.04% among 110,000; Potency, µM (top dose mostly 57.1 µM), without a hit: at the highest dose IkBa stabilization activation; active means well fitted curve in the direction sought with a large enough effect in the signal ratio, not every such curve was filed as active; inconclusive means small, poorly fitted or top-dose-only effect, or a change in a side signal; the % refers to the signal ratio;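 further: the direction sought is a rising ratio; 0% = basal untreated cells and 100% = reference inhibitor full response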
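In this assay, an IκBα–CBG68 fusion accumulates when IKK-driven degradation is blocked; native CBR normalizes for cell number. OCI-Ly3 cells were treated 4 h with compound and doxycycline, then green and red light read after Chroma-Glo addition.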
p53ts 39C tox – p53ts cell cytotoxicity, nonpermissive temperature; H1299-p53A138V viability at 39C, ATP luminescence, 24 h; Potency, µM (series often up to 46.1 µM), without a hit: at the top dose activity change, negative = cell killing, usual class: cytotoxic; hit rate 1.5% among 130,000; further: nearly all actives have a fitted effect of over 55% in size
* = called active by the depositor; ? = inconclusive; nt = no result given; [ ] = another dose, or the depositor's remark. Unless noted, the call rests on the fitted dose curve; in most records, active means well fitted curve in the direction sought with a large enough effect; inconclusive means small, poorly fitted or top-dose-only effect, or another doubt; inactive means no such curve, though single readings can be large; an effect the other way counts as inactive or inconclusive. Unless noted, on the % scale 0 is the no-effect control and ±100 the full control effect; potency means the concentration at half of the fitted maximal effect.

Sequence of screens – p53ts 39C tox	IkB sig inh	p53ts 32C tox	Imprint erasure
COc1cc(-c2cc3n(C)c(C)c(CCC(=O)Nc4ccc(F)cc4)c(=O)n3n2)cc(OC)c1OC
→ -9%	8.4%	-1%	29%[10.9 µM]
CCc1nc2ccc(C(=O)NCCc3ccc(SC)cc3)cc2nc1CC
→ 10%	0.3%	-3%	-17%[10.9 µM]
COc1cccc(NC(=O)Cn2nnc(-c3ccccc3N)n2)c1
→ -7%	13%	0%	nt
C[C@@H]1C(=O)O[C@@H]2C[C@]34[C@H]5C[C@@H](C(C)(C)C)[C@@]36[C@@H](OC(=O)[C@@H]6O)O[C@@]4(C(=O)O5)[C@@]12O
→ 2%[20.6 µM]	2.0%[25.6 µM]	-3%[20.6 µM]	-18%[16.8 µM]
CCCS(=O)(=O)c1nc(S(=O)(=O)c2ccc(C)cc2)c(NCCCN2CCOCC2)s1
→ 0%	1.0%	7%	-11%
CC1CCN(c2nn3c(=O)c(C(=O)NC(C)C)cnc3s2)CC1
→ 14%	-2.3%	-6%	-3%[10.9 µM]
O=C(Nc1ccc(NC(=O)C2CC2)cn1)c1ccccc1Cl
→ ?	?	?	-14%
Cc1ccc(C)c(NC(=O)C(=O)NCC(c2cccnc2)N2CCN(c3ccc(F)cc3)CC2)c1 (stereo unspecified)
→ -8%	0.6%	-4%	-5%[10.9 µM]
COc1ccc(-c2nnc(SCC(=O)Nc3cccc(Cl)c3)o2)cc1
→ -11%	0.6%	-8%	-71%[inhibitor]
COc1ccc(C(=O)Nc2ccc(-c3cc4ccccc4oc3=O)c(C)c2)cc1Br
→ -7%	2.9%	8%	-7%[10.9 µM]
CSc1nn(Cc2cccc(C)c2)c(N)c1S(=O)(=O)c1ccccc1
→ 51%[activator]	3.7%	96%[activator]	-6%[10.9 µM]
N#CC1C(=O)NC(N2CCN(c3ccccc3)CC2)=NC12CCCCC2 (stereo unspecified)
→ -17%	1.9%	-8%	13%
CCOc1ccccc1-n1c(SCC(=O)NC(C)CC)nnc1-c1ccoc1C (stereo unspecified)
→ 0%	-2.0%	3%	25%
COc1ccc(CN2CCc3nc(SCC(=O)Nc4cc(C)cc(C)c4)[nH]c(=O)c3C2)cc1
→ -9%	-0.5%	3%	-6%[10.9 µM]
COc1ccccc1OCCn1c(C(C)O)nc2ccccc21 (stereo unspecified)
→ -6%	?	-10%	-6%
Cc1csc2nc(-c3cccc(NC(=O)c4c(F)cccc4F)c3)cn12
→ -22%	?	-10%	-6%[10.9 µM]
Clc1ccc(CSc2nnc(-c3ccncc3)o2)cc1
→ 9%	-2.5%	15%	-9%
CC(C)Cn1c(=O)c2ccccc2n2c(CCC(=O)NC(C)c3ccccc3)nnc12 (stereo unspecified)
→ 5%	?	2%	-4%[10.9 µM]
COc1cc(CNCCSc2nnnn2C)ccc1OCc1ccc(C)cc1
→ -17%	-4.4%	-14%	-14%[10.9 µM]
Cc1ccc2onc(CC(=O)Nc3cccc(C(F)(F)F)c3)c2c1
→ -18%	2.2%	11%	-4%[10.9 µM]
COc1ccc(N(CC(=O)NC2CCCC2)C(=O)c2csnn2)cc1
→ 0%	nt	-6%	nt
CCc1cccc2c(-c3ccccc3)nc(SCC(=O)Nc3ccc(OC)cc3)nc12
→ -2%	0.6%	-5%	-5%[10.9 µM]
COC(=O)c1ccc(OC(=O)c2ccco2)cc1
→ 4%	1.8%	4%	nt
COc1cc(C2NC(=O)NC(C)=C2C(=O)OC(C)(C)C)ccc1OCC(=O)O (stereo unspecified)
→ 6%	-0.4%	-6%	2%
COC(=O)C(NC(=O)CC(C)C)(Nc1nc2c(s1)CCCC2)C(F)(F)F (stereo unspecified)
→ -2%	?	2%	-5%[10.9 µM]
CCn1nnc(NC(=O)c2cc3ccccc3o2)n1
→ -8%	7.2%	-8%	-18%
CCc1ccc(NC(=O)CN2C(=O)c3cccc4cccc2c34)cc1
→ ?	-0.9%	-11%	-10%[10.9 µM]
CCc1nnc(NC(=O)c2cc(=O)c3cc(C)c(C)cc3o2)s1
→ -19%	-1.0%	-9%	-2%[10.9 µM]
COc1ccc(Cn2c(=O)n(-c3ccc(C)cc3)c(=O)c3c2c2cc(C)ccc2n3C)cc1
→ -22%	-0.4%	1%	19%[10.9 µM]
CCC(=O)Nc1ccc2nc(SCCOc3ccc(C)cc3)sc2c1
→ -3%	-0.8%	2%	-6%[10.9 µM]
CCCCSc1nnc([C@@H]2CCCN2C(=O)OC(C)(C)C)o1
→ -6%	3.4%	-2%	-8%
COC(=O)[C@@]1(Cc2ccc(OC)cc2)[C@H]2c3cc(C(=O)N4CCCC4)n(Cc4ccc(OC(F)(F)F)cc4)c3C[C@H]2CN1C(=O)c1ccccc1
→ 18%	nt	27%	-22%
O=C(CCc1nc2ccccc2[nH]1)Nc1ccccc1
→ -1%	5.2%	17%	-13%
Cc1cc(C)n(CC(=O)n2c3ccccc3c3ccccc32)n1
→ -8%	-0.6%	-9%	-12%
COC(=O)c1cc(=O)n(C2CC2)c(=NC2CC2)s1
→ -1%	0.3%	19%	-4%
CC1CCCCN1c1nc2nonc2nc1N1CCCCC1C (stereo unspecified)
→ 27%	nt	13%	nt
CCCCNC(=O)c1ccc(CS(=O)(=O)c2ccc(OC)cc2)o1
→ 5%	-0.7%	-5%	1%
Cc1cc(NC(=O)c2cccc(S(=O)(=O)N3CCOCC3)c2)c2ccccc2n1
→ 3%	1.8%	4%	-35%[inhibitor]
COc1ccc2cc(CCNC(=O)c3ccc(Br)o3)c(=O)[nH]c2c1
→ 5%	0.0%	-6%	-27%
O=C1c2ccccc2NC2CCCCC12 (stereo unspecified)
→ -11%	-2.0%	2%	-7%
Cc1cccn2c(=O)c(C(=O)NCc3cccc(F)c3)cnc12
→ -17%	-4.2%	6%	-9%[10.9 µM]
O=C(Cn1c(-c2ccccc2)noc1=O)Nc1ccc(N2CCCCCC2)cc1
→ -7%	4.5%	7%	-20%
COc1cc2[nH]cc(C(=O)NCCc3ccccc3)c(=O)c2cc1OC
→ 18%	nt	8%	nt
COc1ccccc1NC(=O)CCS(=O)(=O)c1cc2c3c(c1)CCN3C(=O)CC2
→ -11%	-0.5%	-1%	19%[10.9 µM]
O=C(c1cnsn1)N1CCN(c2ccccc2)CC1
→ -2%	-0.7%	-4%	2%
Cc1ccc(C2C(C#N)=C(N)SC(N)=C2C#N)cc1
→ 3%	?	2%	-5%
COC(=O)c1[nH]c2cc(C)ccc2c1NC(=O)CN1CCc2cc(OC)c(OC)cc2C1
→ -6%	?	2%	-21%
CCCCC1CCC(C(=O)Nc2c(C)n(C)n(-c3ccccc3)c2=O)CC1 (stereo unspecified)
→ 3%	1.0%	7%	7%
Cc1nn(-c2ccc(N3CCCCC3)nn2)c(C)c1CCC(=O)Nc1ccc(F)cc1F
→ ?	?	?	-17%[10.9 µM]
COc1ccc(C(=O)N2CCC3(CCCN(C(=O)Nc4cccc(C#N)c4)C3)CC2)cc1
→ -16%	-2.0%[11.4 µM]	5%	nt

Further structures.
Sequence of screens – p53ts 39C tox	IkB sig inh	p53ts 32C tox	Imprint erasure
CC(=O)Nc1ccc(-c2nnc3n(CC(C)C)c(=O)c4ccccc4n23)cc1
→ ?	0.4%	4%	-21%[10.9 µM]
CC(C)Oc1ccc(C(=O)N(CN2CCCC2=O)c2ccc(F)cc2)cc1
→ 0%	1.1%	7%	2%
O=C(/C=N/O)Nc1ccccc1C(=O)O
→ 16%	8.4%	2%	-26%
Cc1ccccc1NC(=O)NCCc1c[nH]c2ccccc12
→ 6%	?	-6%	?
COC(=O)c1ccc(NC(=O)CSc2nc(C)cc(C)c2C(=O)Nc2ccccc2)cc1
→ -4%	?	11%	-10%[10.9 µM]
CC(=O)N1CCc2cc(S(=O)(=O)N3CCOCC3)ccc21
→ 3%	-1.6%	11%	-15%
CCS(=O)(=O)Nc1ccc(C(=O)CC2(O)C(=O)Nc3ccc(Br)cc32)cc1 (stereo unspecified)
→ 31%[activator]	7.0%	18%	-16%
CCOC(=O)c1cccnc1SCC(=O)N(C)c1ccccc1
→ 11%	-1.2%	12%	-16%
O=C(Nc1cccc(C(F)(F)F)c1)c1cc(S(=O)(=O)N2CCCC2)c[nH]1
→ ?	2.6%	-14%	-10%[10.9 µM]
O=C(NCc1ccc(F)cc1)c1c2c(nc3ccccc13)C(=O)N(C1CCCCC1)C2
→ -15%	?	-2%	15%[10.9 µM]
COc1ccc(CCn2c(C)cc(C(=O)CSc3nnnn3C)c2C)cc1
→ -2%	0.0%	-4%	-11%
Cc1ccc(-n2c(Cc3cccn3C)nnc2SCC(N)=O)cc1
→ 2%	3.6%	9%	-5%
COc1ccc(CC(=O)Nc2ccc(N3CCN(c4ccc(OC)cc4)CC3)c(C#N)c2)cc1
→ -7%	0.4%	-4%	-16%
Cc1nnc(SCc2cc(=O)n3[nH]cnc3n2)s1
→ 1%	0.1%	-2%	-5%
CCOc1ccc(CNCc2c(C(=O)O)n(Cc3ccccc3F)c3cc(OC)ccc23)cc1
→ -7%	-3.1%	22%	-13%[10.9 µM]
CN(CC(=O)Nc1nccs1)S(=O)(=O)c1ccc(F)cc1
→ 1%	-0.5%	9%	-1%
Cc1oc(-c2ccccc2F)nc1CSc1nnc(C)n2c1cc1occc12
→ 0%	-1.6%	14%	-18%[10.9 µM]
Cc1ccc(OCc2nc(C#N)c(N3CCCC3)o2)cc1
→ -9%	-0.8%	-6%	nt
Cc1ccc(Cn2c(C)c3cnn(CC(=O)N4CCN(c5cc(C)ccc5C)CC4)c(=O)c3c2C)cc1
→ -11%	?	10%	-20%[10.9 µM]
C=CCSc1nnc2nc3c(nn12)c1cc(C)ccc1n3CC=C
→ 7%	0.8%	12%	-24%
COc1cccc(NC(=O)Cn2c(-c3cncs3)nc3ccccc32)c1
→ 4%	14%	-7%	-9%
Cc1ccc(Nc2nc(CSc3nnnn3C)cs2)cc1
→ ?	-0.1%	?	-22%
CC(C)CC(=O)Nc1nnc(SCc2cc(=O)n3ccccc3n2)s1
→ 3%	?	0%	-10%[10.9 µM]
O=C(NCc1cccs1)c1cc2c(s1)-c1ccccc1OC2
→ 14%	?	-14%	-23%
Cc1c(-c2cccc(NC(=O)Cc3ccccc3)c2)nc2ncccn12
→ 18%	-3.1%	-2%	6%[10.9 µM]
Cc1cc(Cl)nc(NC(=O)CSc2ccc(Cl)cc2)n1
→ -3%[9.22 µM]	1.2%[11.4 µM]	-10%[9.22 µM]	-15%[10.9 µM]
COc1ccc(NC(=O)CCc2nc(-c3ccccc3F)no2)cc1
→ -1%	3.1%	-10%	-13%
CCN(CC)C(=O)CSc1ncnc2c1nnn2-c1ccc(F)cc1
→ -6%	nt	-4%	nt
O=C(O)Cn1c(-c2cccs2)cc2cc(Cl)ccc21
→ -18%	6.8%	-6%	-7%[10.9 µM]
COc1ccc(Cn2nnc3c(=O)[nH]c(C4CCN(C(=O)c5ccc(C)cc5)CC4)nc32)cc1OC
→ -14%	-2.5%	4%	-9%[10.9 µM]
COc1ccc(CNC(=O)c2cnc(N(C)C)nc2)cc1
→ -21%	1.3%	-1%	-5%[10.9 µM]
COc1ccc(S(=O)(=O)Cc2ccc(C(=O)N3CCN(Cc4ccccc4)CC3)o2)cc1
→ -6%	-2.1%	0%	-27%
O=C(CCC(=O)N1CCN(S(=O)(=O)c2ccccc2)CC1)NC1CCCc2ccccc21 (stereo unspecified)
→ 11%	0.5%	6%	-13%
O=C(NCc1nnc2n1CCCCC2)c1ccc(Cl)cc1Cl
→ -6%	-1.7%	-13%	?
Cc1c2cn[nH]c(=O)c2c(C)n1Cc1ccc(F)cc1
→ 7%	-0.2%	21%	-16%
O=C(CCn1c(SCC(=O)NCc2ccco2)nc2ccccc2c1=O)NCCc1ccccc1
→ 14%	?	10%	-15%
CCOC(=O)c1c(NC(=O)CN2CCN(C(=O)c3ccco3)CC2)sc2c1CCCC2
→ -19%	nt	3%	nt

Compound profiles, as listed above.
Record of `COc1ccc(S(=O)(=O)Cc2ccc(C(=O)N3CCN(Cc4ccccc4)CC3)o2)cc1` → p53ts 39C tox = -6%; IkB sig inh = -2.1%; p53ts 32C tox = 0%; Imprint erasure = -27%
Record of `COc1ccccc1OCCn1c(C(C)O)nc2ccccc21` (stereo unspecified) → p53ts 39C tox = -6%; IkB sig inh = ?; p53ts 32C tox = -10%; Imprint erasure = -6%
